Screening data as filed in PubChem BioAssay.
GSIS activator: GLuc luminescence reporter in INS-1E cells, primary screen for activators of glucose-dependent secretion of insulin. INS-1E GLuc reporter insulin secretion, 2-3 h. activation, % at 16.6 µM. 370,000 compounds, 0.61% hits;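 active = lowest replicate activation of at least 40%, so every replicate reaches that level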;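 also: 0% = median of neutral control wells and 100% = median of IBMX positive control wells; some compounds called inactive have numbers as strong as hits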
RAD52 anneal inh: blocks human RAD52 DNA annealing; inhibition, % at 18.7 µM; recombinant RAD52 DNA annealing, FRET fluorescence; 360,000 compounds, 0.46% hits; AID 651710; P43351;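 active = every replicate showing at least 50% inhibition; inconclusive = mean inhibition at least 50% but not in every replicate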
Target sequence (P43351 whole entry, looked up): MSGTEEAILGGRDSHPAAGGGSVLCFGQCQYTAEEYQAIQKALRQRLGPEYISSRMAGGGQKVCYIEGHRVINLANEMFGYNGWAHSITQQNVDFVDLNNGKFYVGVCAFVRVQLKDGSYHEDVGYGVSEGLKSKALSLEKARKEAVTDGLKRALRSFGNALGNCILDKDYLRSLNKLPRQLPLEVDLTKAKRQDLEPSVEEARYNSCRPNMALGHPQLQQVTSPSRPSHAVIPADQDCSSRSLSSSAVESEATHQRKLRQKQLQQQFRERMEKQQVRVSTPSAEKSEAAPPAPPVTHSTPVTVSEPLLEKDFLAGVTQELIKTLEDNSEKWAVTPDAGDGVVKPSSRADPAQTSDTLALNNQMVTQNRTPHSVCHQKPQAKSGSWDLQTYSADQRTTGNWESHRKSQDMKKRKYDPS
DENV2 CPE rescue: DENV2-induced cell death inhibition | DENV2-infected cells, cytopathic effect rescue, plate reader | CPE inhibition, % at 9.99 µM | 350,000 compounds, 1.7% hits; in the data active = CPE inhibition above about 20%, passing the limit was not always enough; inconclusive = no clear call, values can overlap the other calls; tested in BHK-21 cells;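 also: 0% = median of neutral control wells and 100% = median of positive control wells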
E-sel inducer: induces E-selectin expression in human endothelial cells; P16581; HUVEC E-selectin immunofluorescence imaging; normalized: neutral wells 0, TNF-alpha wells 100; activation, % at 7.58 µM; 260,000 compounds, 0.37% hits; AID 686992;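 active = mean E-selectin-positive cell signal at least 10% of the positive control, reached in at least 60% of replicates, without over 20% cell loss; inconclusive = no rule given, readout overlaps actives, possibly toxicity-flagged; inactive = the rest, including those meeting only one limit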;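 also: in these data hits start at about 27%; measured in HUVEC primary endothelial cells; signal is the percent of cells scored E-selectin positive by PE staining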
Target sequence (P16581 whole entry, looked up): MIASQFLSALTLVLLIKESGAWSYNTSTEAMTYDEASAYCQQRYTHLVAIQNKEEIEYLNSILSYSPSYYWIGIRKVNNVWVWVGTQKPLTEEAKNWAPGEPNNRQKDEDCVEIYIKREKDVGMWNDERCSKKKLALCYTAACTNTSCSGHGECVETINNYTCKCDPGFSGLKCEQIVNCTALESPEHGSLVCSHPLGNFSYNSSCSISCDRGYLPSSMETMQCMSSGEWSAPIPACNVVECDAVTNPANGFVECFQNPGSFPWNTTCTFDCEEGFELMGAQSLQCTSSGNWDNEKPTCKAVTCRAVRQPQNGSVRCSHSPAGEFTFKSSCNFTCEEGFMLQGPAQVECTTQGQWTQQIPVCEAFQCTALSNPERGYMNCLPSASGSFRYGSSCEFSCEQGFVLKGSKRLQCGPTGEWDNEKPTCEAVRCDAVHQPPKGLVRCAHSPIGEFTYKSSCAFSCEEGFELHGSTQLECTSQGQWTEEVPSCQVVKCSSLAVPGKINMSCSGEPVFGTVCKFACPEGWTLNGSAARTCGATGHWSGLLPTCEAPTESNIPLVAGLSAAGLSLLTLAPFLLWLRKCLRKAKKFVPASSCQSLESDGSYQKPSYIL
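Material: HUVEC primary endothelial cells; Amount: 3,000 cells per well; Dosing: single concentration; Medium: EGM-2 growth medium on 0.1% gelatin-coated wells; Read-out basis: percent E-selectin-positive cells; Signal: immunofluorescence imaging; Control set: TNF-alpha, DMSO.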
RAD54 branch: inhibitors of human RAD54 branch migration. inhibition, % at 10.4 µM. Q92698. 360,000 compounds, 0.14% hits. RAD54 Holliday junction branch migration, FAM/BHQ fluorescence;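 active = mean normalized replicate activity at least 40 and at least half of replicates scoring 40 or more; inconclusive = only one of the two criteria met; inactive = mean below 40 and under half of replicates reaching 40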;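 also: 0% = median of neutral control wells and 100% = median of positive control wells; inhibitors cause a drop in the FAM fluorescence signal; in these data hits start at about 50%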
F508del corr: correctors of CFTR F508del function in bronchial epithelial cells; CFBE cells, YFP halide quenching; stimulated with forskolin plus potentiator P3; % fluorescence drop versus neutral controls; activity (quench increase), % at 7.58 µM; 350,000 compounds, 0.36% hits; AID 720511;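 active = mean added fluorescence quench of at least 8% versus neutral control, with both replicates also reaching 8%; inconclusive = only one of the mean or replicate conditions met; inactive = mean below 8% and not both replicates reaching 8%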;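 also: cells transiently co-express mutant CFTR-F508del with the halide-sensitive YFP; corrector assay measuring rescue of mutant channel to the surface after 24 h compound exposure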
Casp6 inh: caspase-6 (human) enzyme inhibition; P55212; purified caspase-6, Z-VEID-R110 cleavage fluorescence; inhibition, % at 12.5 µM; 350,000 compounds, 0.53% hits;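 active = mean inhibition across replicates at least about 35%, with every replicate also reaching that limit, limit read from the data; inconclusive = only one of the two criteria met; inactive = neither criterion met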;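 also: 0% = median of neutral control wells and 100% = no fluorescence left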
XiGFP reactiv: activators of X-chromosome reactivation in mouse fibroblasts; XiGFP mouse fibroblasts, % GFP-positive cells imaging, 3 d; cells co-treated with 5-aza-dC sensitizer; scaled so ellipticine positive control = 100%; activation, % at 7.58 µM; 360,000 compounds, 0.055% hits; AID 743238;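 active = mean normalized replicate activation at least 10% and every replicate at or above 10%; inconclusive = only one of the two criteria met; inactive = mean below 10% and not all replicates reach 10%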;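 also: 0% = median of on-plate neutral control wells and 100% = ellipticine 6 µM median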
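System: XiGFP fibroblasts, SV40-immortalized. Medium: DMEM plus 5-aza-dC sensitizer. Doses: single point. Timing: 3 d treatment, 15 min room-temperature fixation. Control set: ellipticine 6 µM.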
The depositor's hits bear a star; ? = inconclusive; nt = not tested or not shown.

SMILES	GSIS activator	RAD52 anneal inh	DENV2 CPE rescue	E-sel inducer	RAD54 branch	F508del corr	Casp6 inh	XiGFP reactiv
CC(=O)Nc1ccc2c(c1)C(=O)N(C)[C@H]1CC[C@H](CC(=O)NCC3CCCCC3)O[C@@H]1CO2	2	nt	2	0.2	7	2.3	nt	0.4
Nc1c(C(=O)O)cnc2c(-c3ccc(Cl)cc3)cnn12	-5	-12	0	nt	1	-1.3	5	0.0
Cc1ccc(N2CC(C(=O)N3CCC(c4nc5ccccc5[nH]4)CC3)CC2=O)cc1C (stereo not given)	-8	-8	-4	-0.2	5	-0.1	0	0.5
CCc1c(C)c2ccc(O)c(CN3CCCC3)c2oc1=O	-11	-34	2	0.3	-2	3.2	-5	-0.1
CN(C)C(=O)C[C@H]1CC[C@@H]2[C@H](COc3ccc(NC(=O)C4CC4)cc3C(=O)N2C)O1	8	-6	?	0.7	7	-4.0	1	0.1
CC(C)(C)OC(=O)N(CCc1ccccc1)Cc1cccc(OCc2cccc(NC(=O)C3CCC3)c2)c1	-6	4	?	1.4	5	-3.6	2	0.0
COc1ccc(CN2CCN(CCCCOc3ccc(Cl)cc3)CC2)c(OC)c1OC	-17	-9	7	nt	nt	nt	-12	2.2
COc1ccc(NC(=O)Nc2ccc3c(c2)CC(=O)N([C@@H](C)CO)C[C@@H](C)[C@H](CN(C)C(=O)NC(C)C)O3)cc1	3	13	5	-0.2	3	0.8	2	-1.0
C[C@@H]1CCCCO[C@H](CN(C)CC2CC2)[C@H](C)CN([C@H](C)CO)C(=O)c2cc(NS(=O)(=O)c3ccccc3)ccc2O1	-1	30	-1	0.0	nt	0.8	-1	0.4
CNC(=O)C[C@H]1CC[C@H]2[C@@H](COc3ccc(NC(=O)c4ccno4)cc3C(=O)N2C)O1	15	nt	-7	0.1	0	-1.0	nt	0.4
COc1ccc2nc(/C=N/NC(=O)CCNC(=O)OC(C)(C)C)ccc2c1	nt	-9	3	3.2	nt	1.6	-2	-0.1
C[C@H]1CN([C@@H](C)CO)C(=O)c2ccccc2-c2ccccc2CO[C@H]1CN(C)S(=O)(=O)c1cccc(F)c1	-10	14	4	-0.4	6	-2.0	1	-0.3
COCC(=O)N[C@@H]1c2ccccc2CC[C@@H]1OCc1ccccc1	7	-3	2	0.2	11	-4.6	1	-0.1
O=C(CN(C(=O)CNC(=O)c1ccco1)c1ccccc1F)NC1CCCCC1	8	-7	1	nt	9	-0.5	0	-0.1
O=C(NCc1ccco1)C1CCN(S(=O)(=O)c2cccc3cccnc23)CC1	-6	-20	-3	nt	-1	0.6	3	0.3
Cn1cc(/C=C/C(=O)N2CCCC(C(=O)c3cccc(C(F)(F)F)c3)C2)cn1 (stereo not given)	-11	-22	-1	nt	3	1.1	0	0.0
Cc1nn(C)c(Cl)c1CN1CCC(n2nccc2NC(=O)C2CCCC2)CC1	6	-13	15	-1.2	-14	-1.5	-6	0.1
CN(Cc1cccs1)C(=O)CSc1nc2ccccc2[nH]1	6	-4	5	0.2	nt	-2.4	-3	0.1
C[C@H]1CCCCO[C@@H](CN(C)C(=O)CCC(F)(F)F)[C@@H](C)CN([C@@H](C)CO)C(=O)c2cc(NS(C)(=O)=O)ccc2O1	8	13	0	-0.2	6	-1.0	1	-0.1
C=CCn1c(=O)c2ccc(C(=O)NCc3ccccc3)cc2n(Cc2ccc(C)cc2)c1=O	16	-1	-15	0.0	-13	-5.3	-2	-0.1
CC(=O)N(/N=C1/C(=O)Nc2ccccc21)c1ccccc1	-2	-44	-9	0.4	-11	-3.9	4	-0.1
O=C(C1CC1)N1CCCCN2[C@@H](CO)[C@@H](c3ccc(C#CC4CC4)cc3)[C@@H]2C1	nt	13	4	nt	-3	-0.4	-1	nt
COC(=O)N/N=C/c1ccccc1OCCOc1ccc(OC)cc1	9	1	16	nt	-6	1.3	0	0.0
CCn1c(N2CCN(CC(=O)c3c(C)n(C)c4ccc(OC)cc34)CC2)nc2c1c(=O)[nH]c(=O)n2C	2	-39	20	nt	6	1.9	1	0.3
Cc1ccc(NC(=O)c2ccc(S(=O)(=O)NCC3CCCO3)cc2)cc1C (stereo not given)	15	-4	4	7.6	nt	0.2	0	0.2
C[C@H]1CN([C@@H](C)CO)S(=O)(=O)c2ccc(C#Cc3ccccc3F)cc2O[C@H]1CN(C)CC1CC1	-6	-10	-3	0.6	-6	-1.1	0	-0.9
CCOC(=O)C(CC)c1cc2n(c(=O)c1C#N)CCC21OCCO1 (stereo not given)	13	0	2	0.0	nt	-3.0	4	-0.1
CN(C)CCCNC(=O)C[C@H]1CC[C@H]2[C@@H](COC[C@@H](O)CN2CC2CC2)O1	7	-4	?	0.3	-2	-1.1	0	0.1
COCc1cc(C)nc(OCC(=O)N/N=C/c2ccc(O)cc2O)c1C#N	5	-11	nt	nt	nt	3.9	-4	0.0
Cc1ccccc1C(=O)NNC(=O)C1CCN(c2ncccn2)CC1	2	-13	6	0.1	-5	0.5	-3	0.2
Cc1cccc(NC(=O)C2C3C=CC4(O3)C2C(=O)N(CCCN2CCCC2)C4C(=O)NC2CCCC(C)C2C)c1 (stereo not given)	6	-6	0	nt	1	-1.6	-8	0.2
S=c1[nH]ccc2ccccc12	-6	-17	17	-0.6	-5	1.3	11	0.0
CCCN1/C(=C(/C#N)C2=NS(=O)(=O)c3ccccc32)N(C)c2ccccc21	4	-1	-2	nt	13	-2.3	1	nt
COC(=O)COc1ccc(S(=O)(=O)N2CCN(c3ccccc3)CC2)cc1	1	-24	0	nt	-3	1.5	0	0.0
C[C@@H]1CCCCO[C@@H](CN(C)C(=O)Nc2ccc3c(c2)OCO3)[C@@H](C)CN([C@H](C)CO)C(=O)c2cc(NS(=O)(=O)c3ccc(Cl)cc3)ccc2O1	-3	16	-7	0.2	0	-2.0	3	0.2
CN(C)c1cccc(C(=O)NNC(=S)NC2CC3CCC2C3)c1 (stereo not given)	-7	-8	5	nt	5	-0.5	-4	0.0
O=C1Nc2ccc(F)cc2C12Nc1ccccc1-c1nnc(SCc3ccccc3)nc1O2 (stereo not given)	-26	-16	0	nt	-5	2.1	1	nt
CCOP(=O)(OCC)C(NC(=O)c1cccs1)C(F)(F)F (stereo not given)	-7	0	-1	nt	nt	-1.6	5	0.0
O=C(C[C@H]1CC[C@@H]2[C@H](COC[C@@H](O)CN2C(=O)c2ccccn2)O1)N1CCN(c2ccccc2)CC1	5	-20	-5	0.2	3	2.8	-1	-0.1
Cc1ccc(S(=O)(=O)Nc2ccc3c(c2)CC(=O)N([C@H](C)CO)C[C@@H](C)[C@H](CN(C)C(=O)Nc2ccc4c(c2)OCO4)O3)cc1	1	4	5	-0.2	0	-0.5	0	-0.4
CC(C)NC(=O)N(C)C[C@@H]1Oc2ccc(NS(=O)(=O)c3cccs3)cc2CC(=O)N([C@@H](C)CO)C[C@H]1C	6	-10	-4	29*	0	0.7	2	0.1
CCCC#Cc1ccc2c(c1)O[C@@H](CN(C)CC1CC1)[C@@H](C)CN([C@@H](C)CO)S2(=O)=O	11	14	-2	2.4	0	1.0	0	0.4
COc1ccc(C(C(=O)NC(C)(C)C)n2c(=O)c(-c3cc4ccccc4[nH]3)nc3ccccc32)cc1 (stereo not given)	12	-77	1	0.1	nt	2.8	1	-0.1
CCc1ccc(NC(=O)NC(C)c2ccc3c(c2)OCO3)cc1 (stereo not given)	-21	-18	13	nt	6	-0.3	0	0.2
COc1ccc(NC(=O)c2ccc3c(c2)C(=O)N(CC2CCCO2)C3=O)c(OC)c1 (stereo not given)	10	-14	6	0.0	-2	-3.3	0	0.1
O=S(=O)(CCN1CCN(c2ccccn2)CC1)c1ccc(Cl)cc1Cl	1	-15	-4	-0.2	10	-1.3	-2	0.3
O=C(CCN1C(=O)CSc2ccccc21)Nc1ccc(OC(F)(F)F)cc1	-19	-2	0	nt	-5	0.1	1	-0.1
COc1cccc2cc(C(=O)NCc3ccc(C)cc3)c(=N)oc12	12	-10	-2	0.7	-6	1.3	0	0.2
C[C@@H]1CN([C@H](C)CO)C(=O)Cc2cc(NC(=O)c3ccncc3)ccc2O[C@H]1CN(C)Cc1ccc(Cl)c(Cl)c1	-26	12	5	8.1	-3	1.9	-4	0.0
O=C1c2ccccc2S(=O)(=O)c2cc(C(=O)N3CCN(c4c(Cl)cncc4Cl)CC3)ccc21	-3	-17	-3	0.0	2	0.5	1	0.0
CCN1CCCC1CNC(=O)c1cc([N+](=O)[O-])c(N(C)C)cc1OC (stereo not given)	3	-4	-1	-0.2	-4	2.6	-23	0.1
O=C(O)c1cc(N/N=C/c2ccc(OCc3ccccc3)cc2)ccc1Cl	nt	-5	-3	-0.1	nt	-1.8	5	0.1
Cc1ccc(C)c(N2CCN(S(=O)(=O)c3c(C(=O)N4CCCCC4)c(C)n(C)c3C)CC2)c1	-43	-6	-1	nt	-1	1.7	7	-0.1
COc1ccc(OC)c(C2NC(=O)N(C)C(C)=C2C(=O)OCc2ccccc2)c1 (stereo not given)	nt	-10	-2	nt	4	nt	4	-0.2
Cc1ccc(-c2ccccc2NC(=O)CS(=O)CC(=O)Nc2ccc(C)c(Cl)c2)o1 (stereo not given)	-9	-31	4	0.1	-1	0.4	12	0.0
CSCCC(NC(=O)c1ccccc1)C(=O)N1CCN(Cc2ccc(Cl)cc2)CC1 (stereo not given)	-23	-32	2	nt	-1	3.0	1	-0.1
COc1ccc2c3c([nH]c2c1)[C@@H](CO)N(Cc1nccs1)CC31CN(C(=O)C2CCC2)C1	-3	-12	0	0.1	nt	2.0	2	0.2
COc1cccc(/C=C/C(=O)OCC(=O)Nc2ccc3c(c2)OCO3)c1	-4	-66	10	-0.5	-8	2.5	0	0.2
O=C(CNC(=O)C(c1ccccc1)c1ccccc1)N/N=C\c1cccc(O)c1	-11	-7	4	nt	11	-1.7	-8	-0.2
CCOC(=O)C1NN=C(C(=O)c2ccccc2)C1c1ccc(Cl)cc1 (stereo not given)	-5	-40	-8	0.0	-15	nt	-2	0.0

An excerpt from above in order of the GSIS activator value, ascending.
smiles	GSIS activator	RAD52 anneal inh	F508del corr	Casp6 inh
O=C(CNC(=O)C(c1ccccc1)c1ccccc1)N/N=C\c1cccc(O)c1	-11	-7	-1.7	-8
CCN1CCCC1CNC(=O)c1cc([N+](=O)[O-])c(N(C)C)cc1OC (stereo not given)	3	-4	2.6	-23
COc1cccc2cc(C(=O)NCc3ccc(C)cc3)c(=N)oc12	12	-10	1.3	0

Continued:
SMILES	GSIS activator	RAD52 anneal inh	DENV2 CPE rescue	E-sel inducer	RAD54 branch	F508del corr	Casp6 inh	XiGFP reactiv
O=C(c1ccc(-c2ccc(Cl)cc2)o1)N1CCN(S(=O)(=O)c2cccs2)CC1	-6	-34	2	nt	1	-3.6	0	0.1
COc1cc(C)c(NC(=O)c2cc(C3CC3)nc3c2cnn3C(C)C)cc1OC	nt	-17	?	nt	-8	0.9	8	0.1
CN(Cc1cccnc1)C(=O)c1ccc2nc(Cc3ccccc3F)oc2c1	10	-22	0	nt	-14	-2.5	-3	0.1
COCC(=O)N(C)C[C@H]1Oc2cc(C#CCN(C)C)ccc2S(=O)(=O)N([C@@H](C)CO)C[C@@H]1C	13	9	11	1.0	2	0.7	-1	-0.4
